M4 antag: human M4 muscarinic receptor antagonists, primary screen, CHO cells, Fluo-8 calcium fluorescence. CHO-hM4 cells, ACh EC80. inhibition, % at 3 µM. 360,000 compounds, 0.73% hits;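 active = inhibition above its plate's cutoff, the mean inhibition of sample wells plus 3 SD, cut at about 27% in these data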;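 also: 0% = acetylcholine EC80 with DMSO and 100% = DMSO without agonist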
Target sequence (P08173 whole entry, looked up): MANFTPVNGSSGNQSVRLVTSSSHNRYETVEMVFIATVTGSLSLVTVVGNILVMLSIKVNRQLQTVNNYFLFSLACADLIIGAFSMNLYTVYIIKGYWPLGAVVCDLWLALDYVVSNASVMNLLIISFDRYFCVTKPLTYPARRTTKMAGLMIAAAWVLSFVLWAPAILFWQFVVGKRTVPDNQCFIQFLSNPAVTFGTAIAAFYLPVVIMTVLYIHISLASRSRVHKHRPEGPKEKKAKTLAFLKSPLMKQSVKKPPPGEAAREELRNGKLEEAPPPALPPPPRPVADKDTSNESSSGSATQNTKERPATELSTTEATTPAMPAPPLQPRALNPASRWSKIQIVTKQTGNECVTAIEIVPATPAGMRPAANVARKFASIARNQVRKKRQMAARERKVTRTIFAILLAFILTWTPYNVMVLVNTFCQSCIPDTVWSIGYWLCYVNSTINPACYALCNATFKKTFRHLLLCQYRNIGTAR
CHRM4 agonist: human M4 muscarinic receptor agonists, primary screen, CHO-K1 cells, Fluo-8 calcium fluorescence; 360,000 compounds, 0.14% hits; CHO-K1 hM4/Gqi5; vehicle 0%, full acetylcholine response 100%; Muscarinic acetylcholine receptor M4 (Homo sapiens), P08173; activation, % at 3 µM;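 active = activation above the run mean over all test wells plus 3 SD, cut at about 32% in these data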;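 also: peak over basal fluorescence ratio per well then scaled between controls; 0% = DMSO wells and 100% = acetylcholine at EC100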
CHRM4 PAM: human M4 muscarinic receptor positive allosteric modulators, primary screen, CHO-K1 cells, Fluo-8 calcium fluorescence; Muscarinic acetylcholine receptor M4 (Homo sapiens), P08173; CHO-K1 hM4/Gqi5, ACh EC20; 0% = ACh EC20, 100% = maximal ACh; activation, % at 3 µM; 360,000 compounds, 0.4% hits; AID 624126, 2012;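 active = activation above its plate's cutoff, the mean activation of sample wells plus 3 SD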; also: some results filed as inactive read as strong as hits
CHRM5 agonist: human M5 muscarinic receptor agonists, primary screen, CHO-K1 cells, Fluo-8 calcium fluorescence; CHO-K1 hM5 cells; 0% DMSO wells, 100% maximal acetylcholine response; activation, % at 3 µM; 360,000 compounds, 0.19% hits; AID 624037, 2012;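 active = activation above the run's mean over test compounds plus 3 SD, cut at about 23% in these data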;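 also: signal is peak over basal fluorescence ratio across the kinetic read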
Target sequence (P08912 whole entry, looked up): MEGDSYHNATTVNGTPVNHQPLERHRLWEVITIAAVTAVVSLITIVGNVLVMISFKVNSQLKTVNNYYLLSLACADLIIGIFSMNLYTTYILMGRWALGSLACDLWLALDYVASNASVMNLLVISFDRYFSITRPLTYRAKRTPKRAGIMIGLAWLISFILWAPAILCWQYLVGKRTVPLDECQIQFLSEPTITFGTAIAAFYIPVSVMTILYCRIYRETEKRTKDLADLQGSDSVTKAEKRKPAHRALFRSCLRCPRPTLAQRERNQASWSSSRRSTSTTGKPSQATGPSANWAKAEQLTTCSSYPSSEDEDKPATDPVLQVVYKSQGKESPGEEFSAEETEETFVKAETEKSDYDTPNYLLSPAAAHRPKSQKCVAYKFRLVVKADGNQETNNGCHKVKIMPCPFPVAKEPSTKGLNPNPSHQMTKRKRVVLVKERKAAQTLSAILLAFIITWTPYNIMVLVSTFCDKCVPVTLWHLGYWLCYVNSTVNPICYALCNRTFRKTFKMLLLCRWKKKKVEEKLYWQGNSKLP
CHO-K1 Ca antag: nonselective inhibitor or artifact in parental CHO-K1 cells. inhibition, % at 3 µM. ATP-induced calcium, Fluo-8 fluorescence. 360,000 compounds, 0.6% hits. AID 602250;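 active = inhibition above a per-plate cutoff, the plate's mean sample inhibition plus 3 SD, cut at about 24% in these data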;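 also: 0% = DMSO plus EC80 ATP and 100% = DMSO alone without ATP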
CHO-K1 Ca PAM: nonselective calcium activators in parental CHO-K1 cells, primary screen, counter-screen for M1 PAM project, cell-based, Fluo-8 calcium fluorescence, full deck, 1536-well; activation, % at 3 µM; 360,000 compounds, 0.02% hits; ATP EC20; 0% at ATP EC20, 100% at ATP max;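 active = activation above the run cutoff, the mean activation of all test compounds plus 3 SD, cut at about 40% in these data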;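 also: peak over basal fluorescence ratio in a 140 s read after ATP addition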
CHO-K1 Ca ag: counter-screen for M1 agonists: effect in parental CHO-K1 cells; activation, % at 3 µM; 360,000 compounds, 0.48% hits; Fluo-8 calcium fluorescence; scaled to maximal ATP response, vehicle zero; in the data active = activation above about 15%;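 also: untransfected CHO-K1 host cells lacking M1 receptor as counterscreen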
CHRM5 antagonist: human M5 muscarinic receptor antagonists, primary screen, CHO cells, Fluo-8 calcium fluorescence. Muscarinic acetylcholine receptor M5 (Homo sapiens), P08912. CHO-hM5 cells, ACh EC80. inhibition, % at 3 µM. 360,000 compounds, 0.59% hits;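 active = inhibition above a per-plate cutoff, the mean of that plate's test compounds plus 3 SD, cut at about 27% in these data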;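 also: 0% = acetylcholine EC80 with DMSO and 100% = DMSO without agonist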
CHRM5 PAM: human M5 muscarinic receptor positive allosteric modulators, primary screen, CHO-K1 cells, Fluo-8 calcium fluorescence. CHO-K1 hM5, ACh EC20 PAM; 0% = ACh EC20, 100% = ACh EC100. Muscarinic acetylcholine receptor M5 (Homo sapiens), P08912. 360,000 compounds, 0.3% hits. activation, % at 3 µM. AID 624038, 2012;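 active = activation above the run cutoff, the mean activation of all test compounds plus 3 SD, cut at about 18% in these data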
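System: CHO-K1 hM5 cells. Reagent: acetylcholine, EC20 level. Compound dosing: single dose, 3 µM nominal final test concentration. Timing: Post-acetylcholine fluorescence recording 140 s. Detection: Fluo-8 calcium fluorescence. Read-out: % activation, ACh-normalized. Benchmarks: ACh EC20 and EC100 wells. Repeats: singlicate, one well per test compound.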
Active calls of the source: *.

No.	mol	CHRM4 PAM	CHO-K1 Ca PAM	CHRM5 PAM	CHO-K1 Ca ag	CHRM5 agonist	M4 antag	CHRM4 agonist	CHRM5 antagonist	CHO-K1 Ca antag
1	CC(=O)C(C(c1ccccc1)N1CCCc2ccccc21)N1CCOCC1 (centres undefined)	-0.1	27.3	-10.7	-0.4	-5.5	11.9	-0.3	13.4	-16.5
2	CCOC(=O)CC(NS(=O)(=O)Cc1ccccc1)c1ccc(C)cc1 (centres undefined)	4.7	5.3	-2.6	0.6	-1.9	2.1	0.8	-0.2	-13.2
3	O=[N+]([O-])c1ccccc1S(=O)(=O)N1CCN(c2ccccn2)CC1	-0.8	-9.8	-7.6	1.7	-17.5	4.2	5.4	7.2	3.5
4	Cc1ccc(CNC(=O)c2cc3c(=O)n4ccccc4nc3n(Cc3ccco3)c2=N)cc1	-8.8	-1.2	-2.9	-0.1	-6.1	10.5	2.4	2.9	8.1
5	COC(=O)C1=C(C)N(C)C(=O)NC1c1cc2c(cc1Br)OCO2 (centres undefined)	2.4	-9.0	-6.0	-0.3	-2.2	-10.3	0.0	-3.0	6.8
6	O=C(OCCCN1C(=O)c2ccccc2C1=O)c1ccco1	-1.7	0.5	6.7	2.0	-2.5	-7.4	1.4	2.1	2.4
7	Cc1ccc(-n2c(C)c3c(C)nnc(C)c3c2C)cc1N	1.9	-1.0	3.0	0.5	-1.4	8.0	-0.1	-0.5	-7.2
8	CC(C)(C)c1ccc(C(=O)N2CCN(c3ncccn3)CC2)cc1	-6.4	11.2	-9.2	7.1	1.4	3.1	17.1	10.3	-6.8
9	COc1ccccc1NC(=O)N1CCOCC1	1.1	24.8	-0.2	0.1	-2.2	-1.7	0.5	2.4	-15.0
10	O=C(c1cc(COc2ccc(F)cc2F)on1)N1C[C@H]2CC[C@H]1C2	-1.5	-20.1	0.2	1.2	-1.1	6.9	3.5	11.5	10.3
11	Cc1ccc2sc(NC(=O)CN3C(=O)c4ccccc4C3=O)nc2c1C	3.6	26.5	0.1	1.1	1.9	-4.8	0.8	0.6	-6.4
12	Cc1cc(C)c(C#N)c(SCc2ccccc2F)n1	0.5	-5.3	-3.0	-0.1	-1.2	3.0	-0.7	1.9	-1.4
13	CN(C)c1nc(N)nc(CSc2nnnn2-c2ccc(Cl)cc2)n1	-5.3	17.2	1.6	0.6	1.6	5.2	1.9	-2.1	-7.3
14	CCN1C(=O)[C@H]2[C@H]3CN=C(SCc4ccc(C#N)cc4)N3[C@@](C)(C(=O)OC)[C@H]2C1=O	3.6	20.1	-1.9	0.8	0.6	-12.7	0.6	-0.4	-16.6
15	O=C(COC(=O)c1ccc(S(=O)(=O)N2CCCC2)cc1)Nc1ccccc1Cl	3.1	11.8	-0.4	0.3	0.1	3.1	0.6	2.6	-7.5
16	Cc1csc2nc3cc(C(N)=O)ccc3c(=O)n12	-0.5	-8.3	-2.7	0.2	2.3	0.1	1.6	14.8	5.6
17	CC(=O)c1ccc(N2CCN(S(=O)(=O)c3ccc(-c4cc(C)no4)s3)CC2)cc1	3.5	0.4	2.9	5.3	-0.2	-11.3	4.0	6.3	0.3
18	COc1ccc(OCC(O)Cn2c(N)nc3c2c(=O)[nH]c(=O)n3C)cc1 (centres undefined)	6.4	4.2	2.6	1.1	-0.5	-2.6	0.0	5.6	-6.3
19	CCCOc1ccccc1/C=N/Nc1ccnc(=O)[nH]1	0.1	10.5	-4.6	0.0	-1.8	-8.6	0.4	13.2	-5.4
20	O=C(Nc1ccc2nn(-c3ccccc3)nc2c1)c1ccc2c(c1)OCCO2	-5.5	1.5	0.2	0.8	-0.6	-5.8	7.8	0.6	7.6
21	CCC1(CC)NC(=O)N(CC(=O)N2CCc3ccccc32)C1=O	18.7*	13.4	20.4*	-0.4	-2.6	-19.6	0.4	1.9	-11.2
22	CN(NS(C)(=O)=O)c1c(C#N)c(C(F)(F)F)nn1C	12.1	0.5	4.8	-0.4	2.2	-1.2	-0.4	-17.9	8.2
23	COc1ccc(-c2cc(-c3ccccc3)nc(N3CCCC3)n2)cc1OC	4.3	22.8	11.8	0.8	9.7	-8.3	-0.4	-14.2	-17.7
24	O=C(CCC(=O)Nc1ccccc1)NNS(=O)(=O)c1ccccc1[N+](=O)[O-]	2.4	24.4	9.3	0.5	2.9	-9.7	0.8	3.7	-13.8
25	FC(F)(F)c1ccc(C2[C@H]3CN(Cc4cccnc4)[C@H](c4ccccc4)C34CC2(c2ccccc2)C4)cc1 (some centres undefined)	1.0	32.2	9.0	1.1	1.7	-0.9	0.5	-6.7	-22.5

A different layout for some results above:
The line under a structure holds: CHRM4 PAM	CHO-K1 Ca PAM	CHRM5 PAM	CHO-K1 Ca ag	CHRM5 agonist	M4 antag	CHRM4 agonist	CHRM5 antagonist	CHO-K1 Ca antag
14	CCN1C(=O)[C@H]2[C@H]3CN=C(SCc4ccc(C#N)cc4)N3[C@@](C)(C(=O)OC)[C@H]2C1=O
→ 3.6	20.1	-1.9	0.8	0.6	-12.7	0.6	-0.4	-16.6
8	CC(C)(C)c1ccc(C(=O)N2CCN(c3ncccn3)CC2)cc1
→ -6.4	11.2	-9.2	7.1	1.4	3.1	17.1	10.3	-6.8
11	Cc1ccc2sc(NC(=O)CN3C(=O)c4ccccc4C3=O)nc2c1C
→ 3.6	26.5	0.1	1.1	1.9	-4.8	0.8	0.6	-6.4
9	COc1ccccc1NC(=O)N1CCOCC1
→ 1.1	24.8	-0.2	0.1	-2.2	-1.7	0.5	2.4	-15.0
23	COc1ccc(-c2cc(-c3ccccc3)nc(N3CCCC3)n2)cc1OC
→ 4.3	22.8	11.8	0.8	9.7	-8.3	-0.4	-14.2	-17.7

(listing goes on)
No.	mol	CHRM4 PAM	CHO-K1 Ca PAM	CHRM5 PAM	CHO-K1 Ca ag	CHRM5 agonist	M4 antag	CHRM4 agonist	CHRM5 antagonist	CHO-K1 Ca antag
26	CC(C)C(NC(=O)c1ccccc1)C(=O)NCc1ccccn1 (centres undefined)	0.4	-2.4	6.5	0.2	1.1	1.2	1.3	-11.4	0.0
27	Oc1ccccc1-c1nc(NCC2CCCO2)c2ccccc2n1 (centres undefined)	-12.2	12.9	-3.0	2.3	-0.7	10.1	8.8	1.0	-2.6
28	CCn1c(=O)c(C(=O)NNC(=O)c2ccccc2)c(O)c2ccccc21	-0.3	-7.5	2.6	19.1*	3.7	3.4	12.2	-0.7	2.5
29	CN(CC(=O)Nc1ccc(Cl)cc1)C(=O)c1sccc1-c1ccccc1	-8.2	10.1	-23.2	7.9	-1.9	4.8	24.4	2.0	-19.6
30	CC1(c2ccc([N+](=O)[O-])cc2)NC(=O)NC1=O (centres undefined)	-1.3	-6.7	14.5	-0.1	16.2	-6.7	1.4	16.1	-2.1
31	CCOc1c(C)cnc2c1c(=O)n(Cc1c(F)cccc1Cl)c(=O)n2C	1.2	-15.7	-2.7	0.2	-4.9	0.1	0.1	13.4	4.5
32	O=C(c1c(F)cccc1Cl)N1CCN(c2ccccn2)CC1	-6.6	10.8	-3.0	1.3	-2.1	9.5	2.9	-1.0	-22.2
33	CCn1c(=S)sc2c(=O)n(CC(=O)NCCCc3ccccc3)c(C)nc21	10.4	13.0	-0.2	0.8	-1.6	-12.0	1.8	8.2	-7.5
34	COc1ccc(NC(=O)CCCn2c(=O)c3sccc3n(Cc3ccc(C)cc3)c2=O)cc1	6.6	-6.6	7.7	-0.1	0.4	9.1	-0.4	-2.5	0.1
35	CC1=C(C(=O)OCC2CCCO2)C(c2coc3ccccc3c2=O)C2=C(CC(C)(C)CC2=O)N1 (centres undefined)	-8.6	10.2	-2.9	0.0	-1.2	5.4	0.3	4.3	-8.7
36	CCCCCCSc1ccc([C@H]2N[C@@](CC(C)C)(C(=O)OC)[C@H]3C(=O)N(CC)C(=O)[C@@H]23)cc1	7.4	8.2	-2.5	-0.2	0.2	4.0	0.4	13.2	4.6
37	COc1cc(NC(=O)CN2CCN(S(=O)(=O)c3ccc(C(C)C)cc3)CC2)cc(OC)c1	-0.4	10.2	2.1	-0.3	-2.2	-0.4	1.1	1.0	-7.4
38	COc1ccc(OCC(=O)Nc2cc3c(cc2C(=O)O)OCCCO3)cc1	7.7	6.5	-1.3	0.4	-2.9	-19.5	2.2	-1.2	-13.8
39	Cc1ccc(C)c(NC(=O)CSc2nnc(C3CCCCC3)o2)c1	0.7	5.8	-2.1	2.6	-1.7	5.4	0.2	0.1	1.9
40	CC(C)CC(NC(=O)OCc1ccccc1)C(=O)NC(Cc1c[nH]c2ccccc12)C(=O)O (centres undefined)	-0.6	19.5	-0.2	0.8	0.1	5.0	-0.3	0.1	-0.1
41	O=C(CNC(=S)NC(=O)c1ccccc1Br)c1ccccc1	5.4	-2.4	6.0	-0.6	1.9	-3.0	1.1	-7.1	8.5
42	CCc1ncc(C(O)c2cccc3ccccc23)n1C (centres undefined)	4.7	12.5	-12.4	0.5	-7.0	-0.4	1.2	4.2	-2.0
43	CCc1c(C)sc(NC(=O)c2ccoc2C)c1C(N)=O	6.0	-10.0	0.0	0.7	-3.6	0.6	1.2	1.8	7.1
44	COc1ccc(-c2c(-c3cc(OC)cc(OC)c3)n(C)c3ccc(Br)cc23)cc1	6.4	-7.0	6.6	0.1	2.9	-13.7	1.2	7.2	-3.3
45	CCOc1ccccc1NC(=O)c1cc(S(=O)(=O)NCc2ccco2)ccc1F	-4.0	12.0	-9.8	0.2	-9.2	-13.8	3.6	1.6	-28.2
46	CC(C)=C1C2CCC1C1C(=O)N(NC(=O)c3ccco3)C(=O)C21 (centres undefined)	11.1	21.1	3.1	0.9	2.6	-7.5	1.4	-10.2	-14.7
47	O=S(=O)(NC1CCCCC1N1CCN(c2ccc(F)cc2)CC1)c1ccccc1 (centres undefined)	2.2	-4.5	-3.3	-0.5	-3.0	-15.3	1.0	3.0	-0.5
48	CC(C)CN(C(=O)CSc1nnc(-c2cccs2)n1C1CC1)C1CCS(=O)(=O)C1 (centres undefined)	5.9	12.6	-0.3	0.9	1.4	-0.6	1.0	-0.1	-3.5

Screens from PubChem.
